PAFAH2 FP inh: inhibitors of human PAFAH2. 0.99% of 340,000 active. Q99487. inhibition, % at 3.39 µM. recombinant PAFAH2, FP-rhodamine activity probe, fluorescence polarization. AID 492956;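 active = inhibition above the mean over all tested compounds plus 3 SD, cut at about 30% in these data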;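 also: inhibitors block probe labeling of enzyme so polarization drops; 0% = enzyme with DMSO and 100% = wells lacking PAFAH2 protein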
PAFAH1B3 inh: PAFAH1B3 (human) inhibition; Q15102; recombinant PAFAH1B3, FP-rhodamine probe, fluorescence polarization; inhibition, % at 3.39 µM; 0.28% of 340,000 active;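 active = inhibition above the screen-wide average of all tested compounds plus 3 SD, cut at about 25% in these data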;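 also: 0% = enzyme with DMSO only and 100% = wells lacking PAFAH1B3 protein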
GSTO1 counter: counter-screen for RBBP9 inhibitors: inhibitors of human GSTO1 | P78417 | recombinant GSTO1, activity-based probe fluorescence polarization | inhibition, % at 5.96 µM | 1.1% of 300,000 active | AID 1974;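 active = inhibition above the campaign mean inhibition plus 3 SD, cut at about 35% in these data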;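 also: 0% = GSTO1-1 with DMSO and 100% = wells lacking GSTO1-1 enzyme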
Target sequence (P78417 whole entry, looked up): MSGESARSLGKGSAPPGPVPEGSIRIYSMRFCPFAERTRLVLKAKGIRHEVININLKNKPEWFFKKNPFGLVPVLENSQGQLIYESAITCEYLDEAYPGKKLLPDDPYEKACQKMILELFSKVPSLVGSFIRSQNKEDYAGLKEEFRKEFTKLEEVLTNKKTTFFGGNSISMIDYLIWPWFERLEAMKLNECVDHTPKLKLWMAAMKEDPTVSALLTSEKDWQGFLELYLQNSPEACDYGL
PME-1 inh: PME-1 (human) inhibition. AID 2130. 0.53% of 320,000 active. Q9Y570. inhibition, % at 5.9 µM. recombinant PME-1, FP-Rh probe fluorescence polarization;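 active = inhibition above the campaign mean of all compounds plus 3 SD, cut at about 26% in these data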;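 also: competitive labeling of PME-1 active site by serine hydrolase directed probe; 0% = PME-1 with DMSO and 100% = wells lacking PME-1 enzyme; inhibitors block probe labeling so polarization falls and inhibition rises; many of its hits are not listed in these tables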
PAFAH1B2 inh: PAFAH1B2 (human) inhibition; 1.2% of 340,000 active; P68402; AID 492953; recombinant PAFAH1B2, FP-rhodamine activity probe, fluorescence polarization; inhibition, % at 3.39 µM;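 active = inhibition above the mean of all tested compounds plus 3 SD, cut at about 24% in these data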;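 also: 0% = enzyme with DMSO and 100% = wells lacking PAFAH1B2; many of its hits are not listed in these tables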
LYPLA1 inh: counter-screen for PME1 inhibitors: inhibitors of human LYPLA1; O75608; recombinant LYPLA1, FP-Rh probe fluorescence polarization; inhibition, % at 5.9 µM; 0.16% of 320,000 active;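 active = inhibition above the mean of all tested compounds plus 3 SD, set per campaign, cut at about 14% in these data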;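 also: inhibitors block serine hydrolase probe labeling of LYPLA1 so polarization falls; 0% = enzyme with DMSO and 100% = wells lacking LYPLA1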
Target sequence (O75608 whole entry, looked up): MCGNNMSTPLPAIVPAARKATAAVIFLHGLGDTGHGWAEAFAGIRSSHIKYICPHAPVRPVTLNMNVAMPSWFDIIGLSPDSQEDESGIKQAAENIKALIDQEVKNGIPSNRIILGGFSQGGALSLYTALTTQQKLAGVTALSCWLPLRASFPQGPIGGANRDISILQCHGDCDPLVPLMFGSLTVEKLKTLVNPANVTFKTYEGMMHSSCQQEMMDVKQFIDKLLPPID
PAD4 inh: blocks human protein arginine deiminase 4; Q9UM07; recombinant PAD4, RCA probe fluorescence polarization; inhibition, % at 6.36 µM; 0.41% of 330,000 active;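 active = percent inhibition above a cutoff equal to the mean of all tested compounds plus 3 SD, cut at about 15% in these data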;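 also: 0% = PAD4 with RCA probe and DMSO and 100% = probe without PAD4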
pPAFAH inh: pPAFAH (human) enzyme inhibition | Q13093 | recombinant pPAFAH, FP-rhodamine probe fluorescence polarization | inhibition, % at 3.39 µM | 1.5% of 330,000 active | AID 463082;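 active = inhibition above the mean inhibition across the screen plus 3 SD, cut at about 25% in these data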;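 also: inhibitors block binding of the rhodamine activity-based probe so polarization drops; 0% = enzyme with DMSO and 100% = wells lacking pPAFAH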
Target sequence (Q13093 whole entry, looked up): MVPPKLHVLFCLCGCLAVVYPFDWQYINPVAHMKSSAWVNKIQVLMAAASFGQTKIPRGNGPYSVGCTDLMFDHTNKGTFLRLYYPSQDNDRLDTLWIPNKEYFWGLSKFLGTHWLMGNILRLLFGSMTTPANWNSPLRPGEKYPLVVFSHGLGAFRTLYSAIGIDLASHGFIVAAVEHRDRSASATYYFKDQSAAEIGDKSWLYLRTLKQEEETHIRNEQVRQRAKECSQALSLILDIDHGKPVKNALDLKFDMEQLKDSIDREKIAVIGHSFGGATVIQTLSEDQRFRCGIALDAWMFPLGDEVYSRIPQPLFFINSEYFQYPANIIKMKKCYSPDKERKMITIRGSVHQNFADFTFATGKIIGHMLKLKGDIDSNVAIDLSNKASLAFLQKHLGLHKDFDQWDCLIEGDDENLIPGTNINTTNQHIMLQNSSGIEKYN
LYPLA2 inh: LYPLA2 (human) inhibition in PME1 counter-screen. 0.38% of 320,000 active. inhibition, % at 5.9 µM. recombinant LYPLA2, FP-Rh probe fluorescence polarization;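 active = inhibition above the screen-wide mean plus 3 SD, limit set per campaign, cut at about 26% in these data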;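 also: 0% = LYPLA2 with DMSO and 100% = wells lacking LYPLA2 enzyme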
* = called active by the depositor; / = no result given.

Order of results: PAFAH2 FP inh, PAFAH1B3 inh, GSTO1 counter, PME-1 inh, PAFAH1B2 inh, LYPLA1 inh, PAD4 inh, pPAFAH inh, LYPLA2 inh
- O=C(NCCc1c[nH]c2ccccc12)C1Cc2ccccc2CN1C(=O)c1ccco1 (configuration not stated)
  4, 9, -1, 2, -1, 2, -6, 8, 0
- CN1N=C(C(F)(F)F)CC1=O
  5, 0, -2, 3, 2, 6, -6, 1, 6
- C=CCOC(=O)C1=C(C)NC(=O)NC1c1ccc2c(c1)OCO2 (configuration not stated)
  -5, 4, -10, -2, 4, 0, 0, -1, 6
- CCc1ccc(C(=O)NNC(=O)CCN2CCN(Cc3ccccc3)CC2)cc1
  -6, 14, 1, 3, 0, 2, -2, 3, -3
- O=C(CCn1nnc(-c2cccs2)n1)NCc1ccccc1Cl
  7, 5, 4, 0, -1, -1, -2, -3, -1
- CCn1c(Cc2ccccc2)nnc1SCC(=O)Nc1nc(C)c(C)s1
  1, 2, 5, 2, 3, -2, 8, 0, 1
- CN(C)S(=O)(=O)N1CCN(c2ccccc2Cl)CC1
  0, 4, 5, 1, -3, 0, -7, 2, 10
- Cc1nnc(C)n1N1C(=O)c2cccc3cccc(c23)C1=O
  7, 1, 4, 3, 2, -1, 1, 1, -5
- CN(Cc1ccon1)C(=O)CC1C(=O)NCCN1CC1CCCCC1 (configuration not stated)
  0, 4, 1, -4, -1, 2, -9, 0, 3
- CC(=O)N1CCc2c(sc(NC(=O)CCS(=O)(=O)c3ccccc3)c2C(N)=O)C1
  -3, 9, -1, -3, 6, -2, -2, 1, 4
- CC(C)(C)S(=O)(=O)/C(C#N)=C/c1sccc1C1OCCO1
  2, 1, 7, -13, 1, -1, 1, -12, -1
- CCc1ccc(N2C(=O)CC(N3CCC(C(=O)OC)CC3)C2=O)cc1 (configuration not stated)
  4, -2, -7, 2, 0, 1, -4, 2, -1
- CCC(NC(=O)CCc1nnc(-c2cc(C)on2)o1)C12CC3CC(CC(C3)C1)C2 (configuration not stated)
  0, 9, 2, 4, 17, 1, 0, 0, 1
- O=C(NCc1cccnc1)C(=O)Nc1ccc([N+](=O)[O-])cc1
  3, 0, 9, 1, 2, 4, 1, 3, 9
- Cc1ccc(C)c(NC(=O)CN2C(=O)COc3ccc(S(=O)(=O)N4CCCC4)cc32)c1
  -1, 2, -2, 1, 7, 0, -2, 3, -5
- CC(=O)NNC(=O)c1csc(-c2csc(C)n2)n1
  2, 5, 2, -2, 3, -2, 3, 3, -4
- CCCCCCCCc1nc(=S)[nH][nH]1
  -2, 2, 0, 2, 7, 0, 1, 7, -1
- COc1ccc(CCNC(=O)COC(=O)Cc2cccc3ccccc23)cc1
  -2, 6, 3, 0, 0, 0, 3, 8, 3
- COCCN(CCOC)Cc1c(C)[nH]c2c(C)c(C)ccc2c1=O
  3, 0, 6, -4, 6, 0, 3, -1, 9
- CCOC(=O)C1CCN(C(=O)CCNC(=O)Cn2ccc3ccccc3c2=O)CC1
  1, 1, 4, -3, 1, -3, -2, -2, 1
- COc1ccc2c(c1)OC[C@H]1[C@H]2N2C(=O)CN(C)C(=O)[C@@]2(C)[C@H]1c1ccccc1
  -5, 3, /, -3, -5, 1, 0, 2, 6
- O=C(NC(=S)Nc1ccc(CN2CCCCC2)cc1)c1cccc(OCc2ccccc2)c1
  -17, 3, -7, -6, 1, 2, 1, 1, 12
- COc1ccc(NC(=O)CC2C(=O)N(C)C(=S)N2CCc2ccccc2F)cc1 (configuration not stated)
  -2, 6, -3, 0, 2, 0, -5, -4, -11
- COc1ccc(-c2[nH]c(-c3cccc(OC)c3)nc2SCC(=O)NCc2ccco2)cc1
  6, 7, 0, 10, 11, -3, -2, 12, 1
- COCCCNC(=O)c1c(N)n(-c2ccccc2)c2nc3ccccc3nc12
  /, /, 17, 0, /, 0, -13, 3, -1
- Cc1csc(SCC(=O)Nc2ccccc2[N+](=O)[O-])n1
  -2, 1, -5, 2, -3, 0, -4, 5, 0
- N/C(=N\OC(=O)c1cccc2ccccc12)c1cccc([N+](=O)[O-])c1
  -14, -6, 9, -2, -5, -2, -2, 6, 4
- Clc1ccc(N=c2ssnc2Cl)nc1
  12, 21, 19, 3, 4, 4, 6, 5, 3
- COc1ccc(NC(=O)CS(=O)CC(=O)NCc2cccc(C(F)(F)F)c2)cc1 (configuration not stated)
  6, 6, -2, -4, 4, -1, 1, 5, -9
- CCN1c2cccc3cccc(c23)S1(=O)=O
  -1, 7, -2, -2, 3, 0, -3, -3, -1
- CSCCC(NS(=O)(=O)c1ccc(Cl)cc1)C(=O)O (configuration not stated)
  35*, -1, -1, 9, 4, 0, -2, -2, 1
- Cc1cccc(N=C2Sc3nc4c(C)c(C)ccc4cc3CN2CCN2CCOCC2)c1
  -3, 1, -3, -7, 0, -2, 2, 4, -5
- NNC(=O)C1CC1(c1ccccc1)c1ccccc1 (configuration not stated)
  -2, 5, -4, 2, 3, -2, 3, 1, -8
- CN(CC(=O)Nc1ccc(F)c(F)c1F)C(=O)CC1OC(=O)c2ccccc21 (configuration not stated)
  1, -6, -11, 1, -6, 3, -4, 0, 2
- CCOC(=O)N1CCN(CCC(=O)Nc2cc(C)ccc2OC)CC1
  0, -2, 4, 0, 3, 0, 3, 3, 2
- O=C(c1ccccc1-n1cccn1)N1CCc2c([nH]c3ccccc23)C1c1ccccn1 (configuration not stated)
  /, /, 1, -3, /, -2, -2, 4, -4
- CCOc1ccc(-c2nc(N)nc(C)c2-c2ccc(Cl)cc2)c(O)c1
  -1, 13, 3, 2, 0, 1, 5, 6, 11
- COc1ccc(NS(=O)(=O)c2ccc(C)c(C(=O)NCc3cccnc3)c2)cc1
  -5, 2, 9, 5, -2, -3, -1, 7, 5
- O=C(C1CCN(Cc2ccccc2)CC1)N1CCN(C/C=C/c2ccccc2)CC1
  9, -1, 3, 1, 3, 3, 2, -2, -2
- COc1ccc(CN(C(=O)c2snc(C(N)=O)c2N)C(C)C(=O)NCc2ccc(F)cc2)cc1 (configuration not stated)
  -1, 7, -1, -4, 2, -5, 0, -1, -8
- COc1ccccc1C(=O)Nc1nnc(-c2ccc(F)cc2)s1
  -4, 8, 5, -7, 0, -5, -1, -2, -6
- COc1ccc(C([O-])=Nc2ccc[n+](-c3nc4ccccc4nc3NS(=O)(=O)c3ccccc3)c2)cc1
  /, /, -7, 3, /, -7, -3, 6, -11
- CCC(C)[C@H](NC(=O)N1CC(=O)Nc2ccccc21)C(=O)N[C@H](C(=O)O)c1ccccc1 (some centres not stated)
  1, 5, 1, -3, 5, 0, 4, 9, 0
- CCc1nnc(NC(=O)CCC(=O)NC2CC2)s1
  6, 4, 0, -3, -1, 1, -6, 2, -1
- COc1ccccc1CNS(=O)(=O)c1cc2c3c(c1)CCN3C(=O)CC2
  3, 1, 6, 0, -1, 1, 1, 0, 2
- CCCCOc1ccc(C(=O)NCC(=O)NCC(c2cccs2)N2CCOCC2)cc1 (configuration not stated)
  1, 2, /, 4, 2, -3, -6, 3, 5
- C/C(=N\N1CCN(c2ccccc2)CC1)c1cccs1
  2, -8, 0, 0, 4, 1, 1, 1, 4
- O=C(NCCN1CCOCC1)C1CC(=O)N(c2ccc(F)c(Cl)c2)C1 (configuration not stated)
  -8, 1, 5, -4, 2, 0, -2, 2, 3
- Cc1csc(SCC(=O)Nc2nccs2)n1
  3, 3, 1, 2, -1, -1, 2, 3, 5
- COc1ccc2c(c1)C(=O)N1[C@H]3c4cc(OC)ccc4OC[C@@H]3[C@H](c3ccccc3)[C@]1(C)C(=O)N2
  -9, 7, 1, -17, 0, -9, -9, 6, -16
- COc1ccc(NC(=O)N2CCCc3cc(C)ccc32)c(OC)c1
  0, 7, 6, 6, 5, -5, -3, 5, -4
- Cc1ccc(/C=N/NC(=O)c2cc(-c3ccc(C)o3)[nH]n2)cc1
  -5, 5, 0, -13, 1, -4, -6, 2, -5
- O=C(Nn1cnnc1)c1cc(Cl)cc(Cl)c1
  -4, 7, -10, 5, -3, 3, -2, 2, 0

Of the compounds above, these have a Cl atom:
Order of results: PAFAH2 FP inh, PAFAH1B3 inh, GSTO1 counter, PME-1 inh, PAFAH1B2 inh, LYPLA1 inh, PAD4 inh, pPAFAH inh, LYPLA2 inh
- O=C(CCn1nnc(-c2cccs2)n1)NCc1ccccc1Cl
  7, 5, 4, 0, -1, -1, -2, -3, -1
- CN(C)S(=O)(=O)N1CCN(c2ccccc2Cl)CC1
  0, 4, 5, 1, -3, 0, -7, 2, 10
- Clc1ccc(N=c2ssnc2Cl)nc1
  12, 21, 19, 3, 4, 4, 6, 5, 3
- CSCCC(NS(=O)(=O)c1ccc(Cl)cc1)C(=O)O (configuration not stated)
  35*, -1, -1, 9, 4, 0, -2, -2, 1
- CCOc1ccc(-c2nc(N)nc(C)c2-c2ccc(Cl)cc2)c(O)c1
  -1, 13, 3, 2, 0, 1, 5, 6, 11
- O=C(NCCN1CCOCC1)C1CC(=O)N(c2ccc(F)c(Cl)c2)C1 (configuration not stated)
  -8, 1, 5, -4, 2, 0, -2, 2, 3
- O=C(Nn1cnnc1)c1cc(Cl)cc(Cl)c1
  -4, 7, -10, 5, -3, 3, -2, 2, 0

Source: PubChem (The Scripps Research Institute Molecular Screening Center)

Only part of the results is shown (hit frequency here may not be typical).
